# MITF inh – blocks human microphthalmia-associated transcription factor; 650,000 compounds, 0.91% hits; O75030; AlphaScreen MITF homodimerization, bead proximity signal; inhibition, % at 2.6 µM; AID 1259374; in the data active means inhibition above about 50%;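 further: 0% = vehicle wells with protein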
# Target sequence (O75030 whole entry, looked up): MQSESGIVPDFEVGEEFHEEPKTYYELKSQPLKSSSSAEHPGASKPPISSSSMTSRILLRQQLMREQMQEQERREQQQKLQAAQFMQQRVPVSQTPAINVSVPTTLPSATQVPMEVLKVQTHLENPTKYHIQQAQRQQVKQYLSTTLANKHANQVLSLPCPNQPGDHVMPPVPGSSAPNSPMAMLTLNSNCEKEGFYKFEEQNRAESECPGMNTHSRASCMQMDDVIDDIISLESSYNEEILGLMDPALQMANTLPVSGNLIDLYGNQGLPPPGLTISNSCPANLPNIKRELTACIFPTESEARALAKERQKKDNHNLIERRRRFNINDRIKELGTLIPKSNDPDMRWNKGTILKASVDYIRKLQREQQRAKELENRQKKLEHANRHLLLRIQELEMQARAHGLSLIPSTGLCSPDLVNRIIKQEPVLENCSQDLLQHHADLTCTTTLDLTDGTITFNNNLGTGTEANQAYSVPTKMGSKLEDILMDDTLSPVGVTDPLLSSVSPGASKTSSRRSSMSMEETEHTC
# TEAD-YAP inh – TEAD-YAP interaction inhibition; 640,000 compounds, 1.4% hits; inhibition, % at 9.12 µM; HEK-TIYL cells, TEAD-Gal4/YAP UAS-luciferase luminescence; in the data active means inhibition above about 32%;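 further: 0% = median of test compound wells and 100% = reference inhibitor wells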
# GPR151 activ – activators of human GPR151 | 650,000 compounds, 1% hits | Q8TDV0 | PathHunter beta-arrestin GPR151 cells, luminescence | activation, % at 11.2 µM; in the data active means activation above about 4.9%;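 further: 0% = median of compound wells and 100% = cells with positive control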
# Target sequence (Q8TDV0 whole entry, looked up): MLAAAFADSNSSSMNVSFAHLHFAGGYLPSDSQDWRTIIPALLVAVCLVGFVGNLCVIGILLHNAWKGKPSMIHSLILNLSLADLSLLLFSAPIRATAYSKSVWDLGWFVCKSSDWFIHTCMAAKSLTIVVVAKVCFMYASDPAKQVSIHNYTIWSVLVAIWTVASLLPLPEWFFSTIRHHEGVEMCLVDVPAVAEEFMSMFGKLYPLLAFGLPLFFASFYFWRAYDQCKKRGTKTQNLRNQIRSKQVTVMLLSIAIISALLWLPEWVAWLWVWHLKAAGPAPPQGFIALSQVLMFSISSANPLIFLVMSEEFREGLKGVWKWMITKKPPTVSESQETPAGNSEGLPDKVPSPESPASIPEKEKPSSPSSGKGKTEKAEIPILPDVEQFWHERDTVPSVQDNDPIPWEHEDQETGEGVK
# FBW7 activator – activators of human E3 ligase FBW7; AID 1259310; AlphaScreen FBW7–phospho-cyclin E peptide binding, activator screen; 650,000 compounds, 0.13% hits; normalized activity (activation), % at 26.1 µM; Q969H0; in the data active means normalized activity above about 1.9%;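 further: purified mutant Fbw7 with reduced substrate affinity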
# Active calls of the source: *; . = not tested or not shown.
No.	SMILES	GPR151 activ	FBW7 activator	MITF inh	TEAD-YAP inh
1	COC(=O)C1=C(C)NC(=O)NC1c1ccccc1OCC(=O)Nc1ccc(C)cc1 (centres undefined)	-0.5	-0.2	3	-11
2	Clc1ccc(/C=N/Nc2ncnc3nc[nH]c23)cc1	-2.3	-0.2	3	-12
3	CC(=O)C(Sc1nnc(-c2ccccc2)o1)c1ccccc1 (centres undefined)	-1.2	0.1	-18	-43
4	OC(COc1cc(Cl)ccc1Cl)CN1CCCCC1 (centres undefined)	-0.8	0.8	41	14
5	O=C(OCCc1ccccc1)c1ccc(Cl)c(S(=O)(=O)N2CCOCC2)c1	1.5	0.2	6	-13
6	CN(C)c1cccc(Nc2nc(C(=O)Nc3ccc4c(c3)OCO4)cs2)c1	2.2	0.1	13	-16
7	COc1ccc(C(=O)Cn2c(C)nc([N+](=O)[O-])c2Br)cc1	-0.2	-0.2	6	20
8	COc1ccc(OC)c(NC(=O)Cc2c(C(=O)O)[nH]c3ccc(Cl)cc23)c1	0.6	0.1	-7	5
9	CCOC(=O)C1(Cc2cccc(Cl)c2)CCCN(C(=O)c2cccnc2)C1 (centres undefined)	0.8	0.1	-7	-2
10	COc1ccc(C2=N/C(=C\c3ccc(Cl)cc3)C(=O)O2)c(Cl)c1	0.4	0.0	-6	-3
11	CCCc1ccc(OCC(=O)Nc2cccc(F)c2)cc1	0.2	-0.2	-4	-97
12	CCC(Oc1ccccc1)C(=O)N1CC(C)CC(C)C1 (centres undefined)	-0.7	0.0	8	3
13	N#Cc1c2n(c3c(Cl)ncnc13)CCCC2	1.9	-0.1	28	13
14	CCC(=O)Nc1ccc(S(=O)(=O)Nc2ccc(Cl)nn2)cc1	0.0	-0.2	-2	-4
15	COc1ccc(C2=NN(C(=O)CSc3nnc(CNC(=O)Cc4ccccc4)n3C)C(c3ccc(OC)cc3)C2)cc1 (centres undefined)	-1.3	0.0	-2	-7
16	CCCCOc1ccc(C(=O)NCc2cccc3ccccc23)cc1	-0.5	0.2	1	7

# Individual results from the list:
# For TEAD-YAP inh, no. 16 is listed with 7
# For TEAD-YAP inh, no. 14 is listed with -4

# (list continues)
No.	SMILES	GPR151 activ	FBW7 activator	MITF inh	TEAD-YAP inh
17	CCOc1cc(/C=C(\C(=O)O)c2ccccc2)ccc1O	-0.5	0.0	-1	0
18	CC(=O)ON1C(=O)c2cccc3c([N+](=O)[O-])ccc(c23)C1=O	1.6	0.2	5	29
19	CCCCCC1CCC(C(=O)Oc2ccc(O)cc2)CC1 (centres undefined)	-0.4	0.1	5	-2
20	CCC[C@@H]1NC(=O)[C@H]2CN(Cc3cnn(-c4ccccc4)c3)CCN2C1=O	-0.9	0.9	10	-5
21	COc1ccc(/C=C/C(=O)Nc2c(O)cccc2C(=O)O)cc1OC	-1.2	.	0	.
22	COc1ccc(C(=O)OCCN(C2=NS(=O)(=O)c3ccccc32)c2ccccc2OC)cc1OC	0.7	-0.3	6	-4
23	Cc1ccccc1NC(=O)c1ccc(CN2CCOCC2)cc1	1.3	0.0	2	-17
24	COc1ccc(C2=NN(CN3C(=O)C(=O)c4cc(Br)ccc43)C(c3cccc([N+](=O)[O-])c3)C2)cc1 (centres undefined)	-0.9	-0.2	1	-14

# Compound profiles, from the list above. Values in the order: GPR151 activ	FBW7 activator	MITF inh	TEAD-YAP inh
# Shown for CCC[C@@H]1NC(=O)[C@H]2CN(Cc3cnn(-c4ccccc4)c3)CCN2C1=O → -0.9	0.9	10	-5
# Shown for COc1ccc(C(=O)OCCN(C2=NS(=O)(=O)c3ccccc32)c2ccccc2OC)cc1OC → 0.7	-0.3	6	-4
# Shown for CCCCCC1CCC(C(=O)Oc2ccc(O)cc2)CC1 (centres undefined) → -0.4	0.1	5	-2
# Shown for COc1ccc(/C=C/C(=O)Nc2c(O)cccc2C(=O)O)cc1OC → -1.2	.	0	.
# Shown for COc1ccc(C2=NN(CN3C(=O)C(=O)c4cc(Br)ccc43)C(c3cccc([N+](=O)[O-])c3)C2)cc1 (centres undefined) → -0.9	-0.2	1	-14

# New compounds follow.
No.	SMILES	GPR151 activ	FBW7 activator	MITF inh	TEAD-YAP inh
25	O=C(NCc1ccc(F)cc1)C(=O)NCC1OCCN1S(=O)(=O)c1ccccc1 (centres undefined)	2.1	0.3	1	5
26	CSc1nccc(-c2cc(F)cc3c2OC(CNC(=O)Cc2c(C)noc2C)C3)n1 (centres undefined)	-0.6	1.0	-7	5
27	CCc1c(C)nc2c(-c3ccc(Cl)cc3)c(C)[nH]n2c1=O	1.6	0.0	-12	17
28	Cc1ccccc1NC(=O)Nc1ccccc1C	0.5	0.2	-10	-11
29	COc1ccc(NC(=S)NC(=O)CC(C)C)cc1	4.0	0.1	5	-23
30	Nc1c(C(=O)Nc2ccc([N+](=O)[O-])cc2)sc2[nH]c(=O)c(C(=O)O)cc12	0.5	-0.1	-10	9
31	O=C(CCSc1ccc(Cl)cc1)N1CCN(c2ccc(O)cc2)CC1	-0.1	0.1	13	-34
32	CN(Cc1ccccc1Br)CC(O)COCc1ccco1 (centres undefined)	-0.3	0.0	-10	-1
33	Cc1cccc(N(CC(=O)N2CCCC2)S(=O)(=O)c2ccccc2)c1	-0.8	0.1	-12	-13
34	Cc1ccc(C)c(N2CCN(S(=O)(=O)c3ccc(F)c(C(=O)Nc4ccc(Cl)cc4Cl)c3)CC2)c1	-0.1	0.2	29	0
35	CN(C1CCCCC1)S(=O)(=O)c1ccc(C(=O)Nc2nc3c(s2)COc2ccccc2-3)cc1	0.1	0.1	12	10
36	CC(C)c1ccc(CNC(=O)CCc2ccccc2)cc1	0.6	0.1	6	-1
37	Cc1cc(Br)c(S(=O)(=O)NC2CC(C)(C)NC(C)(C)C2)cc1C	-0.8	0.1	12	0
38	COc1ccc(NC(=O)COC(=O)c2cccnc2)cc1	2.2	0.3	7	3
39	CCN1CCN(S(=O)(=O)c2ccc(C)c([N+](=O)[O-])c2)CC1	-0.7	0.1	-9	6
40	COC(=O)C1=C(C)N(Cc2ccc(C)cc2)C(=O)/C1=C\c1ccc(OC)cc1	-0.4	-0.1	5	-9
41	COc1ccccc1N1CCN(C2CCCN(C(=O)CCc3ccncc3)C2)CC1 (centres undefined)	-1.3	0.3	5	14
42	CC(C)C1Cc2c(sc3c2c(=O)n(-c2ccccc2)c2nncn32)CO1 (centres undefined)	-1.4	0.0	-3	4
43	Cc1cc(C(=O)Oc2ccccc2)ccc1[N+](=O)[O-]	4.7	0.4	6	-7
44	NC(=O)c1[nH]cnc1C(=O)c1ccccc1	0.7	0.2	6	-4
45	Cc1nc2ccccc2n1Cc1ccc(C(=O)NCCc2ccc(F)cc2)o1	-0.1	0.3	4	5
46	O=C(CCCn1c2ccccc2c(=O)c2ccccc21)NCc1ccc(Cl)cc1	2.8	0.5	-6	-28
47	CCOC(=O)c1c(NC(=O)c2ccc(S(=O)(=O)N3CCOCC3)cc2)sc(C(C)=O)c1C	-0.3	0.1	7	-7
48	COc1ccccc1C(=O)N1CCN=C1SC	1.0	0.4	-9	9

# Compounds from the list above that have a thiophene ring, fused or not (3):
No.	SMILES	GPR151 activ	FBW7 activator	MITF inh	TEAD-YAP inh
30	Nc1c(C(=O)Nc2ccc([N+](=O)[O-])cc2)sc2[nH]c(=O)c(C(=O)O)cc12	0.5	-0.1	-10	9
42	CC(C)C1Cc2c(sc3c2c(=O)n(-c2ccccc2)c2nncn32)CO1 (centres undefined)	-1.4	0.0	-3	4
47	CCOC(=O)c1c(NC(=O)c2ccc(S(=O)(=O)N3CCOCC3)cc2)sc(C(C)=O)c1C	-0.3	0.1	7	-7

# Next section.
No.	SMILES	GPR151 activ	FBW7 activator	MITF inh	TEAD-YAP inh
49	COC(=O)c1sc(NC(=O)COc2ccc(Cl)cc2C)c(C#N)c1C	-0.2	1.4	6	7
50	COC(=O)COc1ccc2c(=O)c(Oc3ccc(Cl)cc3)c(C)oc2c1	1.2	0.0	-6	0
51	Cc1cccc(NC(=O)CCC2CCN(C(=O)C3CC=CCC3)CC2)c1 (centres undefined)	2.9	0.0	10	-8
52	O=C(CSc1nnnn1-c1ccccc1)NCc1ccc2c(c1)OCO2	-0.3	0.1	-14	-9
53	Cc1nnn(-c2nonc2N)c1C(=O)O	0.7	0.2	1	1
54	COC(=O)c1c(-c2ccccc2Cl)csc1NC(=O)CCC(=O)O	-0.7	0.0	5	-1
55	COc1ccc(CCNC(=O)c2cnc(Nc3ccccc3)s2)cc1	-0.7	0.3	8	5
56	CC(C)c1cc(C(C)C)c(S(=O)(=O)NCc2cccnc2)c(C(C)C)c1	2.0	0.0	-8	1
57	COc1ccc(CCNc2ncnc3nc(Nc4nc5ccccc5n4C)[nH]c23)cc1	1.4	0.1	20	10
58	CSc1nsc(SCC(=O)N2CCCc3ccccc32)n1	1.6	0.1	-11	-9
59	CC1Cn2c(nnc2-c2cccc(Cl)c2)S1 (centres undefined)	0.1	-0.2	-9	1
60	COc1ccccc1S(=O)(=O)N(C)S(=O)(=O)c1cc(Cl)ccc1Cl	-1.8	0.0	0	6
61	COc1ccccc1NC(=O)c1c(NC(=O)Cc2ccccc2)sc2c1CCCCC2	-1.4	-0.2	-14	4
62	CC(C)c1ccc(NC(=O)c2cc(NC(=O)c3ccccc3)cc(C(=O)Nc3ccc(C(C)C)cc3)c2)cc1	0.3	0.6	11	-4
63	COC(=O)c1ccc(C2C(C(C)=O)N3c4ccccc4C=CC3C2(C#N)C#N)cc1 (centres undefined)	-1.7	-0.2	-10	-1
64	CCCCC(CC)C(=O)Nc1c2c(nc3c1CCC3)CCCC2 (centres undefined)	-1.2	0.0	1	2
65	COc1cc(/C=C2\C(=O)N(c3ccc4ccccc4c3)N=C2C)cc([N+](=O)[O-])c1O	1.0	0.0	12	4
66	O=C(NCc1ccc2c(c1)OCO2)c1cc(-c2ccccc2Cl)nc2ccccc12	-0.2	-0.1	7	19
67	O=C(O)c1c(-c2ccccc2)oc2ccc(OCc3ccc(Cl)c(Cl)c3)cc12	-2.7	0.7	21	8
68	COc1cc(-n2c(C)nc3cc(C(=O)NCc4ccco4)ccc32)cc(OC)c1OC	-0.3	0.0	-6	-10
69	CCCCCCC1CC(CSc2ncn[nH]2)OC1=O (centres undefined)	0.4	0.2	7	-3
70	Cc1cccc(N2C(=O)C3CC=CCC3C2=O)n1 (centres undefined)	-0.6	0.0	-3	-12
71	Cc1nc(SCC(=O)N2CCOCC2)c2c(=O)n(C)c(=O)n(C)c2n1	0.5	-0.3	-2	10
72	COc1ccc2ccccc2c1/C=N/NC(=O)Cc1nnc(N)s1	-0.4	0.0	15	-6
73	CCN(C(=O)CSc1nnc(N)s1)C1CCCCC1	-1.3	0.1	5	-5
74	O=C(CN1CCN(Cc2nc(-c3ccco3)cs2)CC1)NCc1ccc2c(c1)OCO2	2.5	-0.6	37	-1
75	Cc1[nH]n(-c2cccc(Cl)c2)c(=O)c1C=Nc1ccccc1I	-1.4	-0.1	-2	-7
76	Cc1cccc(N2C(=O)CC(Sc3ncn[nH]3)C2=O)c1 (centres undefined)	0.8	-0.1	-5	-7
77	CCOC(=O)N/N=C1\C[C@@H](O)[C@@H](O)[C@@H]2[C@@H]3C(=O)N(c4cccc(Oc5ccccc5)c4)C(=O)[C@@H]3CC[C@@H]12	0.9	-0.1	2	.
78	CCOc1ccc(NC(=O)c2ccnc(N3CCC(C(=O)O)CC3)c2)cc1	-1.3	0.1	-1	-1
79	O=C(CCCOc1ccccc1)Nc1ccc(-c2nnc3n2CCCCC3)cc1	-1.1	0.0	-2	7
80	Cc1ccc(C(=O)N(Cc2ccccc2)C(C)C)cc1[N+](=O)[O-]	1.5	0.0	4	6
81	COCCNC(=O)c1sc2ncnc(N3CCc4ccccc4C3)c2c1C	5.3*	-0.2	0	-3
82	CC1=C(C(=O)OCC(C)C)C(c2cccc([N+](=O)[O-])c2)C2=C(CC(c3cccs3)CC2=O)N1 (centres undefined)	4.5	0.0	-7	7
83	Cc1ccc2c(=O)c(CN3CCCCC3C)c(C)[nH]c2c1C (centres undefined)	-1.0	-0.2	-11	-5
84	CC(=O)N(c1ccccc1)C1CC(C)N(C(=O)c2cccc([N+](=O)[O-])c2)c2ccccc21 (centres undefined)	0.0	-0.1	-4	3
85	Cc1cccc(C)c1OCCN1C(=O)NC(C)(c2ccc([N+](=O)[O-])cc2)C1=O (centres undefined)	-0.5	0.0	-4	-8
86	COc1ccccc1-n1c(SCCc2ccccc2)nc2c(c1=O)C1(CCCCC1)Cc1ccccc1-2	-0.4	-0.2	1	12
87	CCOC(=O)C1CCCN(C(=O)c2cccc([N+](=O)[O-])c2C)C1 (centres undefined)	2.4	0.4	-20	-1
88	CCOC(=O)c1ccccc1NC(=O)c1ccc(Br)o1	-0.8	0.0	0	7
89	CS(=O)(=O)Nc1ccc(-c2ccnc(Nc3ccc(N4CCOC4=O)cc3)n2)cc1	-1.2	0.4	10	12
90	Cc1oc2c(cc(NS(=O)(=O)c3ccc(Cl)cc3)c3ccccc32)c1C(=O)OCc1ccccc1	-0.6	0.0	-4	-2
91	COc1cc(OC)c(OC)cc1C=NCC1COc2ccccc2O1 (centres undefined)	3.4	0.0	18	6
92	CC(=O)c1ccc(NC(=O)CSc2nnc(-c3cccs3)n2C)cc1	-0.9	-0.1	9	-1
93	COc1cc(OC)cc(C(=O)N=c2sc3ccccc3n2C)c1	-0.4	0.0	-1	-20
94	COc1cccc(/C=N/NC(=O)c2cc(-c3ccc(C)cc3)n[nH]2)c1O	-0.7	0.0	62*	79*

# Screening data deposited in PubChem BioAssay by The Scripps Research Institute Molecular Screening Center.
